# IDE act – human IDE activators in live cells, primary screen, fluorescence polarization, HEK cells, FAbeta-B substrate; FAbeta-B cleavage; 0% vehicle, 100% cell-free pure enzyme wells; AID 493087, 2011; 0.073% of 340,000 active; activation, % at 5.96 µM; Insulin-degrading enzyme (Homo sapiens), P14735;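 active = activation above the mean of all tested compounds plus 3 SD, set per screening campaign, cut at about 17% in these data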
# IMP-1 inh – IMP-1 metallo-beta-lactamase inhibitors, primary screen, biochemical, epi-absorbance readout, Pseudomonas aeruginosa enzyme; metallo-beta-lactamase IMP-1 (Pseudomonas aeruginosa); purified IMP-1, nitrocefin hydrolysis, epi-absorbance fluorescence; inhibition, % at 5.6 µM; 0.45% of 290,000 active; AID 1556, 2009;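 active = inhibition above the mean plus 3 SD of all compounds in the same screening run, cut at about 4.5% in these data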;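 note: 0% = IMP-1 with DMSO and 100% = DMSO wells lacking enzyme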
#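 Assay system: purified recombinant IMP-1 beta-lactamase. Input: IMP-1 0.2 nM before substrate addition. Buffer or medium: Zinc- and detergent-supplemented HEPES buffer, pH 7.1. Schedule: 25 °C, 15 min preincubation, 25 min reaction. Signal: Epi-absorbance fluorescence, 480 nm excitation, 530 nm emission. Evaluation: percent inhibition from optical density relative to buffer-blank wells.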
# PHOSPHO1 inh – PubChem AID 1565; recombinant PHOSPHO1, absorbance phosphatase assay; inhibition, % at 13.3 µM; 1.1% of 290,000 active; in the data active = inhibition above about 60%
# Target sequence (Q8TCT1 whole entry, looked up): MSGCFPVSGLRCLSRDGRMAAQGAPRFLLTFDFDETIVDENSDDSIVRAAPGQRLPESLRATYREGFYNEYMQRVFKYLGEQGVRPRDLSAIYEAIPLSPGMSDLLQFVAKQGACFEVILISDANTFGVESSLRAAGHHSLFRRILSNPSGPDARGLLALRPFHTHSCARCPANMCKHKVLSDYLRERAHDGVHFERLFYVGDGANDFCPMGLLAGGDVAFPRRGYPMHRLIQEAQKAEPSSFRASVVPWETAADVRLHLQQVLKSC
# GPR7 antagonist – GPR7 receptor antagonists, primary screen, cell-based, fluorescence, single concentration | GPR7-expressing cells, fluorescence antagonist assay | inhibition, % at 4.4 µM | 1.1% of 290,000 active | AID 1861, 2009 | Neuropeptides B/W receptor type 1 (Homo sapiens), P48145; in the data active = inhibition above about 16%, passing the limit was not always enough;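 note: cells stimulated with the agonist NPW; 0% = agonist with vehicle and 100% = vehicle without agonist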
# Target sequence (P48145 whole entry, looked up): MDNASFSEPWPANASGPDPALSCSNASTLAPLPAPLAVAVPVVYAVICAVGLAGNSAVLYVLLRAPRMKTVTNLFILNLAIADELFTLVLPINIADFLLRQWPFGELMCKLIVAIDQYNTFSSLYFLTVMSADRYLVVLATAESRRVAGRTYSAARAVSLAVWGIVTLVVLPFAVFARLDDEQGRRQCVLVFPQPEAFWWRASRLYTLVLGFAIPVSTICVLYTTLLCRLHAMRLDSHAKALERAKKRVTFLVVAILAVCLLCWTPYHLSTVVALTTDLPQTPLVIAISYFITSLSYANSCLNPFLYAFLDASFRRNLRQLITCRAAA
# NALP1 yeast inh – NALP1 inflammasome inhibitors in reconstituted yeast, colorimetric, S. cerevisiae, triplicate retest. 0.61% of 280,000 active. S. cerevisiae NALP1/ASC/caspase-1 growth, X-gal OD620, 72 h. inhibition, % at 10 µM; in the data active = inhibition mostly above about 24%, no sharp cut-off; inactive = mostly below about 32%; note: some compounds called inactive have numbers as strong as hits
# VIM-2 inh – VIM-2 metallo-beta-lactamase inhibitors, primary screen, biochemical, epi-absorbance readout, Pseudomonas aeruginosa enzyme; inhibition, % at 5.6 µM; 0.89% of 290,000 active; AID 1527, 2009; purified VIM-2, nitrocefin hydrolysis, epi-absorbance fluorescence;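 active = inhibition above the mean of all tested compounds plus 3 SD, cutoff set per screening run, cut at about 7.5% in these data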;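 note: red hydrolysis product quenches plate fluorescence so inhibitors raise well fluorescence; 0% = enzyme with DMSO and 100% = DMSO without enzyme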
# pCIP destab – p/CIP-EGFP fusion destabilizers, primary screen, fluorescence, F442A cells | 16 h | decrease of EGFP signal, % at 10 µM | 0.01% of 290,000 active | AID 1984, 2009;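 active = EGFP signal decrease of at least 30% at 10 µM or well 3 SD below plate mean, unless failing retest; inactive = the rest, including hits failing retest or dose response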; note: some compounds called inactive have numbers as strong as hits; many of its hits are not listed in these tables
# IDE cell inh – human IDE inhibitors in live cells, primary screen, fluorescence polarization, HEK cells, FAbetaB substrate; Insulin-degrading enzyme (Homo sapiens), P14735; inhibition, % at 5.59 µM; 0.41% of 320,000 active; FAbetaB cleavage;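 active = percent inhibition above the average of all tested compounds plus 3 SD, set per screening campaign, cut at about 16% in these data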;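 note: IDE supplied by intact live HEK cells; FP after avidin binding of uncleaved biotin substrate so inhibition keeps polarization high; 0% = DMSO wells and 100% = 60 µM reference IDE inhibitor Ii1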
# PfM18AAP inh – PfM18AAP inhibitors, malaria aminopeptidase, primary screen, biochemical, QFRET, recombinant enzyme; M18 aspartyl aminopeptidase (Plasmodium falciparum 3D7); H-Glu-NHMec fluorogenic cleavage; inhibition, % at 7.35 µM; AID 1822, 2009; 1.2% of 290,000 active;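 active = inhibition above the campaign mean inhibition over all tested compounds plus 3 SD, cut at about 28% in these data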;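 note: 0% = plate median of test compound wells and 100% = 2 mM ZnCl2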
# The depositor's hits bear a star; x = not tested or not shown.
no.	canonical_smiles	IDE act	IMP-1 inh	PHOSPHO1 inh	GPR7 antagonist	NALP1 yeast inh	VIM-2 inh	pCIP destab	IDE cell inh	PfM18AAP inh
1	Cc1ccc(NC(=O)CN2C(=O)c3ccccc3C2=O)c(C)c1	4	-4.6	-12	-6	23	-2.3	-18	-1	-1
2	O=C(C[n+]1ccccc1)Nc1ccccc1[N+](=O)[O-]	6	1.8	29	-3	16	-0.5	1	2	-9
3	COCCCn1c(Cc2csc(Nc3ccc(F)cc3)n2)nnc1SCC(N)=O	-5	-3.6	36	-11	-4	-5.6	-7	4	-2
4	CSc1ccc(/C=N/n2c(Cc3ccc(Br)cc3)n[nH]c2=S)cc1	-1	-5.0	-50	-18	7	-3.9	-12	4	12
5	CCNC(=O)CN1C(=O)NC(CCc2ccccc2)C1=O (centres undefined)	5	-1.7	32	-10	0	-3.0	1	0	0
6	COc1ccc(CCNC(=S)NC(=O)c2c(-c3ccccc3Cl)noc2C)cc1OC	x	-1.8	20	-14	8	-4.2	-11	3	-1
7	COc1ccc(-n2nc([N+](=O)[O-])c(=NCCC3=CCCCC3)n2O)cc1	-2	-0.2	34	-12	8	-1.7	-6	2	0
8	CCOc1ccc(/C=C\c2nc(O)c([N+](=O)[O-])c(=O)[nH]2)cc1OCC	0	-3.6	33	5	8	0.3	-10	-1	2
9	CCc1ccccc1NC(=O)CSC1=C(C#N)C(c2ccc3c(c2)OCO3)C2=C(CCCC2=O)N1 (centres undefined)	1	-0.9	-56	8	2	0.1	-2	3	20
10	O=C(CSCc1c(F)cccc1Cl)NCc1ccco1	-1	-3.4	0	-4	39	-2.7	-9	2	-5

# Entries of single compounds as entered above. Order of screens: IDE act, IMP-1 inh, PHOSPHO1 inh, GPR7 antagonist, NALP1 yeast inh, VIM-2 inh, pCIP destab, IDE cell inh, PfM18AAP inh
# Profile of CCNC(=O)CN1C(=O)NC(CCc2ccccc2)C1=O (centres undefined) : 5, -1.7, 32, -10, 0, -3.0, 1, 0, 0
# Profile of CCc1ccccc1NC(=O)CSC1=C(C#N)C(c2ccc3c(c2)OCO3)C2=C(CCCC2=O)N1 (centres undefined) : 1, -0.9, -56, 8, 2, 0.1, -2, 3, 20

# Other results.
no.	canonical_smiles	IDE act	IMP-1 inh	PHOSPHO1 inh	GPR7 antagonist	NALP1 yeast inh	VIM-2 inh	pCIP destab	IDE cell inh	PfM18AAP inh
11	Cn1c(SCC(=O)NC2CC2)nnc1-c1cccc(NC(=O)c2ccccc2F)c1	-1	-1.0	7	-11	0	-1.1	-9	-4	-10
12	Cc1cc(C)c2cc(C#N)c(N3CCCC3)nc2c1	2	-0.9	10	17	9	3.5	3	0	-8
13	CCOC(=O)C1=C(C)N(C)C(=O)NC1c1c(C)nn(-c2ccc(C)cc2)c1Cl (centres undefined)	2	0.4	13	-1	16	-3.9	-6	1	0
14	O=C(CN(Cc1ccco1)C(=O)c1ccc(Cl)cc1)Nc1ccc(Cl)c(Cl)c1	4	-0.2	-9	-10	15	-2.3	-11	2	-1
15	O=C(O)/C(=C/c1ccco1)NC(=O)c1ccccc1	7	-0.7	-13	-9	19	0.1	2	2	1
16	COc1cc(CNc2ccc3[nH]c(=O)[nH]c3c2)ccc1OCc1ccccc1F	4	-1.9	39	3	17	-1.2	-9	-4	-26
17	CC1=NN(c2nc(-c3ccc(Cl)cc3)cs2)C(=O)C1	3	-4.1	32	1	12	-5.0	-2	-3	-2
18	Cc1cc(C)nc(Sc2ncnc3sc4c(c23)CCC4)n1	0	0.0	8	-4	-1	0.1	-7	2	7
19	O=[N+]([O-])c1c(NCc2ccco2)ccc2nonc12	x	-1.3	3	-10	15	0.6	4	8	17
20	O=C(Nc1ccccc1Cl)N1CCN(c2ccc3nncn3n2)CC1	4	-0.9	-4	-3	-4	-0.5	-20	1	-2

# Other records
no.	canonical_smiles	IDE act	IMP-1 inh	PHOSPHO1 inh	GPR7 antagonist	NALP1 yeast inh	VIM-2 inh	pCIP destab	IDE cell inh	PfM18AAP inh
21	Cc1c(N(C)C(=O)C23CC4CC(CC(C4)C2)C3)c(=O)n(-c2ccccc2)n1C	0	-2.0	40	-10	-4	-0.5	-1	1	1
22	COc1ccc(C(=O)CSc2nnc3n2CCCN3C(=O)Nc2ccccc2)cc1	x	-2.4	42	-6	0	-1.0	-7	-2	2
23	O=C(Nc1ccccn1)c1cccnc1	6	-2.3	-75	-14	-6	-3.0	6	3	-5
24	Cc1cccc(C)c1OCC(=O)Nc1nnc(C2CCCO2)s1 (centres undefined)	3	-5.3	11	-4	22	-2.9	-6	0	-1
25	O=C(Nc1ccc2ccccc2c1)c1cccc([N+](=O)[O-])c1	-5	-2.0	24	3	7	-4.4	11	9	-1
26	Cc1nc2ccc(NC(=S)NCCCO)cc2nc1C	-8	-3.3	35	-5	10	0.7	-17	-1	5
27	COC(C(=O)Nc1ccc(C(N)=O)cc1)c1ccccc1 (centres undefined)	4	-2.2	19	-4	-2	-2.7	-22	-3	-11
28	Cc1onc(C(=O)NC2CCCCC2)c1[N+](=O)[O-]	2	-2.0	58	14	15	-3.0	-7	-3	3
29	COC(=O)c1ccc(C(=O)OC)c(NC(=O)CN2CCN(c3ccccc3)CC2)c1	0	0.3	10	-10	9	0.9	1	3	-5
30	COc1ccc(C2C(C(C)=O)=C(C)N=c3s/c(=C\c4ccc5c(c4)OCO5)c(=O)n32)c(OC)c1 (centres undefined)	1	-6.5	x	-3	x	-5.2	x	-8	6

# Reprinted at random: four records from the list.
no.	canonical_smiles	IDE act	IMP-1 inh	PHOSPHO1 inh	GPR7 antagonist	NALP1 yeast inh	VIM-2 inh	pCIP destab	IDE cell inh	PfM18AAP inh
29	COC(=O)c1ccc(C(=O)OC)c(NC(=O)CN2CCN(c3ccccc3)CC2)c1	0	0.3	10	-10	9	0.9	1	3	-5
25	O=C(Nc1ccc2ccccc2c1)c1cccc([N+](=O)[O-])c1	-5	-2.0	24	3	7	-4.4	11	9	-1
26	Cc1nc2ccc(NC(=S)NCCCO)cc2nc1C	-8	-3.3	35	-5	10	0.7	-17	-1	5
21	Cc1c(N(C)C(=O)C23CC4CC(CC(C4)C2)C3)c(=O)n(-c2ccccc2)n1C	0	-2.0	40	-10	-4	-0.5	-1	1	1

# Next compounds:
no.	canonical_smiles	IDE act	IMP-1 inh	PHOSPHO1 inh	GPR7 antagonist	NALP1 yeast inh	VIM-2 inh	pCIP destab	IDE cell inh	PfM18AAP inh
31	COc1ccc(NC(=O)c2sc3ncnc(N4CCN(c5ccccn5)CC4)c3c2C)cc1Cl	-7	-1.6	-4	11	-20	0.2	-8	8	-7
32	CC1Cc2ccccc2N1C(=O)CCS(=O)(=O)c1ccc2c(c1)NC(=O)CS2 (centres undefined)	-2	-3.8	54	-19	6	-1.0	-9	3	2
33	COC(=O)c1sccc1NC(=O)c1ccc(Br)s1	-5	-5.6	12	-11	18	-6.1	4	2	4
34	O=C(NC(=S)NCc1ccccc1)c1ccccc1[N+](=O)[O-]	5	-2.8	26	10	-9	-1.2	-14	-3	-5
35	Cc1[nH]c2ccccc2c1-c1csc(NC(=O)CSCC(=O)O)n1	0	-0.3	12	-7	25	-1.4	-10	3	-11
36	COc1ccc(CN2CCCC(C(=O)N3CCCCC3)C2)cc1OC (centres undefined)	4	-3.5	32	2	0	-2.3	-4	4	6
37	O=C(OC(C(=O)NC1CCCC1)c1ccccc1F)c1ccco1 (centres undefined)	1	-1.2	-18	-6	36	-2.1	0	3	4
38	O=C(/C=C/c1ccccc1)Nc1ccc2c(c1)C(=O)NC2=O	-2	-1.7	29	-4	14	-1.8	-10	0	0
39	Cc1cc(NC(=O)CCCOc2ccc(Cl)cc2Cl)no1	-6	-3.5	10	-4	2	-3.0	-2	3	6
40	COc1ccc2c(c1OC)C(=O)OC2Nc1ccccn1 (centres undefined)	3	-2.5	5	-6	30	-1.9	-1	4	-4

# (next part)
no.	canonical_smiles	IDE act	IMP-1 inh	PHOSPHO1 inh	GPR7 antagonist	NALP1 yeast inh	VIM-2 inh	pCIP destab	IDE cell inh	PfM18AAP inh
41	CCN(C(=O)Nc1ccccc1)c1ccccc1	3	-2.6	4	-5	22	-1.7	-1	1	-2
42	CC(C)(C)c1ccc(C(=O)N2CCCN(C(=O)c3ccc(C(C)(C)C)cc3)CC2)cc1	1	-3.9	-2	-6	35	1.0	2	5	2
43	O=C1C2CCCN2C(=O)N1CCN1CCN(c2ccccc2)CC1 (centres undefined)	-1	-1.6	-7	-5	10	-2.6	-4	3	-3
44	O=C(O)c1ccc(Nc2ccc(Cl)c(Cl)c2)c([N+](=O)[O-])c1	2	-3.3	28	5	17	0.0	0	x	1
45	COCCNC(=O)c1cn(C)c2ccccc2c1=O	7	-1.3	8	-11	-9	0.6	-26	1	1
46	O=C(NCC1CCCO1)c1onc(CSc2cccc(Cl)c2)c1C(=O)O (centres undefined)	1	-3.5	33	-8	-8	-1.2	-12	1	2
47	Cc1ccc(Cl)cc1N(CC(=O)NC(C)c1ccccc1)S(C)(=O)=O (centres undefined)	-2	-2.2	10	-8	5	-0.7	-6	x	2
48	COc1ccc(/C=C2\CCc3ccccc3C2=O)cc1O	4	-3.4	6	25*	6	2.1	5	3	14
49	Cc1cccc2sc(N(CCCN(C)C)C(=O)c3cc4ccccc4oc3=O)nc12	1	-0.3	-11	0	24	0.1	-14	4	-3
50	Cc1cccc(C(=O)Nc2nc(C)c(C(=O)Nc3ccc4c(c3)CCC4)s2)c1	-17	-1.1	24	-9	8	-0.5	-7	12	-3

# Next section
no.	canonical_smiles	IDE act	IMP-1 inh	PHOSPHO1 inh	GPR7 antagonist	NALP1 yeast inh	VIM-2 inh	pCIP destab	IDE cell inh	PfM18AAP inh
51	CC(C)(C)N/C=C(\C#N)S(=O)(=O)c1ccc(Br)cc1	x	-2.4	15	-8	-26	-2.9	-4	-9	3
52	Cc1ccc(C(=O)N/C(=C\c2ccco2)C(=O)NC2CCS(=O)(=O)C2)cc1 (centres undefined)	6	-3.0	33	-2	-13	-3.2	-8	9	11
53	CCN(C(=O)CSc1ncnc2sc(C)c(C)c12)C1CCS(=O)(=O)C1 (centres undefined)	0	-1.1	32	-1	11	3.1	-2	1	-14
54	CCOc1ccccc1Nc1nc(-c2sc(NC(=O)c3ccco3)nc2C)cs1	4	-4.1	50	-4	-10	-1.0	6	-2	3
55	CC(C)(C)[C@H]1C=C(C(=O)NC2CC2)O[C@@H](OCCCCO)C1	0	-1.5	9	-9	6	-1.9	-10	-1	-5
56	CNC(=O)c1ccccc1-c1cn(C)c2ccccc2c1=O	0	-0.2	49	-5	-1	-1.1	-1	0	0
57	Cc1ccccc1-c1nc(CN2CCC(C(=O)O)CC2)c(C)o1	11	-2.1	-2	-8	-14	-1.4	-9	1	-9
58	CC(C)C(c1nnnn1Cc1ccccc1)N1CCN(Cc2ccco2)CC1 (centres undefined)	1	-4.7	-11	11	11	-2.0	5	5	-7
